High-throughput results from PubChem.
PABP1 MLLE inh = blocks PAM2 peptide binding to the PABP1 MLLE domain. P11940. GST-MLLE / FITC-PAM2 fluorescence polarization. inhibition, % at 20 µM. actives 0.36% (n = 360,000); in the data active = inhibition above about 35%, passing the limit was not always enough;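 note: plate controls were DMSO wells with GST-MLLE for no effect and wells lacking GST-MLLE protein for full effect; some results filed as inactive read as strong as hits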
MT1-MMP act inh = blocks activation of human MT1-MMP; P50281; HT1080 RFP-PRO-GFP cells, GFP/RFP ratio fluorescence, overnight; percent of plate control window, DMSO zero; GFP/RFP ratio change, % at 20 µM; actives 0.061% (n = 360,000); AID 651647;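 active = GFP/RFP ratio change of at least 30% with cell ATP level not reduced by more than half and red fluorescence within 50% of control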; note: strong numbers were not always called active
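Material: RFP-PRO-GFP reporter HT1080 cells. Dosing: single-point 20 µM compound, 1% DMSO. Controls: DMSO and RFP-L50D-GFP cell wells. Timing: cells overnight before dosing, compound overnight, 37 °C, 5% CO2. Measure: GFP/RFP fluorescence ratio.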
TbMetRS inhib = Trypanosoma brucei MetRS inhibition. purified T. brucei MetRS, ATP depletion, Kinase-Glo luminescence. inhibition, % at 11.9 µM. actives 0.4% (n = 360,000);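 active = inhibition above a per-plate cutoff of the control wells' mean inhibition plus 3 SD, cut at about 5.5% in these data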;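 note: 0% = DMSO wells median and 100% = median of wells with control inhibitor compound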
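Measured by: Kinase-Glo luciferase luminescence reporting remaining unconsumed ATP. Material: purified T. brucei MetRS enzyme. Doses: 11.9 µM compound single dose, 0.9% DMSO. Medium: HEPES buffer containing pyrophosphatase, BSA, spermine, DTT. Times: 15 min preincubation, 2 h reaction, all 25 °C. Reagent: methionine, ATP and bulk E. coli tRNA.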
MsrA act = activators of bovine methionine sulfoxide reductase A; purified bovine MsrA, absorbance read-out; activation, % at 10.6 µM; actives 0.3% (n = 360,000); in the data active = activation above about 7.5%;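 note: 0% = vehicle and 100% = reference activator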
CendR NRP1 mod = alters CendR peptide binding to human NRP-1; O14786; FAM-RPARPAR peptide binding to NRP-1, fluorescence polarization; inhibition, % at 25 µM; actives 0.85% (n = 360,000); AID 602438;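 active = inhibition or corrected inhibition above about 18%, plus a signal ratio from 0.5 to 1.5, limit read from the data, passing the limit was not always enough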; note: strong numbers were not always called active
SKN-1 inh = inhibitors of C. elegans SKN-1 | inhibition, % at 21.8 µM | actives 0.49% (n = 360,000) | C. elegans VP596 Pgst-4::GFP/RFP ratio, acrylamide-induced, 24 h;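 active = interference check ratio from 0.5 to 1.5 plus GFP to RFP signal ratio inhibition reaching or exceeding a fixed threshold, cut at about 30% in these data, passing the limit was not always enough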; note: some compounds called inactive have numbers as strong as hits
FAS TE block = blocks the thioesterase domain of human fatty acid synthase; inhibition, % at 15 µM; P49327; actives 0.67% (n = 360,000); recombinant FAS-TE, OMFH fluorogenic substrate, fluorescence endpoint; AID 602261;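 active = compounds whose normalised, plate-corrected inhibition of enzyme fluorescence in the single-dose primary screen is 50% or more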;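 note: 0% = DMSO with enzyme and 100% = substrate without enzyme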
eLon inh = inhibits E. coli Lon protease | P0A9M0 | purified E. coli Lon protease, fluorescence polarization | inhibition, % at 7.94 µM | actives 0.42% (n = 360,000); in the data active = inhibition above about 13%, passing the limit was not always enough;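 note: 0% = enzyme with probe and DMSO and 100% = no enzyme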
MsrA inhibitor = inhibitors of bovine MsrA; purified bovine MsrA, absorbance read-out; inhibition, % at 15.5 µM; actives 0.75% (n = 360,000); AID 651718; in the data active = inhibition above about 4.5%;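 note: 0% = vehicle wells with enzyme and 100% = reference inhibitor wells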
Active calls of the source: *; . = no result given. An unsorted share of the library; any-hit rate near 4%.

SMILES | PABP1 MLLE inh | MT1-MMP act inh | TbMetRS inhib | MsrA act | CendR NRP1 mod | SKN-1 inh | FAS TE block | eLon inh | MsrA inhibitor
O=C(CSCc1ccc(Cl)cc1)Nc1ccc2c(c1)OCCO2 | 14 | 2 | -0.1 | -10 | -4 | -1 | 6 | -3 | -0.5
COCCN1C(=O)COc2ccccc2C1C(=O)NC1CCCCC1 (stereo not given) | . | 2 | 0.6 | -1 | -4 | 0 | -6 | 6 | -0.2
COc1cc2c(cc1OC)C(c1ccc(SC)cc1)CC(=O)N2 (stereo not given) | 6 | 4 | -0.4 | -1 | 0 | 2 | 2 | 0 | 0.7
CCC(=NOCc1ccccc1)C(=O)NNS(=O)(=O)c1ccc(C)cc1 | 6 | -4 | 0.1 | 0 | 5 | 1 | 1 | 6 | -0.2
COc1ccccc1/C=C1/C(=O)ON=C1C | 18 | -2 | -0.6 | -1 | 6 | 5 | -4 | -4 | 0.2
COc1cccc(C(CCc2cc(OC)c(OC)c(OC)c2)NC(C)=O)c1 (stereo not given) | 9 | -2 | -0.2 | 1 | 8 | 9 | -4 | -9 | -0.8
COc1ccccc1OCCCCN1CCN(C(c2ccccc2)c2ccccc2)CC1 | -11 | -8 | -0.5 | -3 | -11 | 0 | 25 | -11 | 1.4
CCCN(CC(=O)Nc1ccccc1C)C(=O)c1ccc(=O)n(Cc2ccccc2)n1 | 1 | 1 | -0.6 | -2 | -8 | 1 | -2 | -5 | -0.6
CCCCOc1ccc(C(=O)NN2CCN(C)CC2)cc1 | -7 | 6 | 0.2 | 1 | -8 | -4 | -7 | -4 | 0.4
CC1(C(=O)Nc2cnc3ccccc3c2)CCN1CCc1ccccc1 (stereo not given) | -2 | -2 | -0.1 | -5 | 9 | -1 | 27 | 3 | -0.2
Oc1ccc(C2=NNC(=NCc3ccc4c(c3)OCO4)SC2)c(O)c1 | -95 | -3 | -0.1 | 0 | -11 | 3 | -10 | 5 | 1.0
COc1ccc(S(=O)(=O)Nc2ccc(O)c(Sc3nc4ccccc4s3)c2)cc1 | 7 | -2 | 0.0 | -2 | -12 | 16 | 2 | 8 | -0.6
O=C(NNC(=O)c1ccc2ccccc2c1O)c1cccs1 | -7 | -9 | 0.4 | -5 | 5 | 4 | 3 | 0 | 1.3
CC(C)C(=O)N1CCN(c2ccc([N+](=O)[O-])c(NC(C)c3ccccc3)c2)CC1 (stereo not given) | 4 | -1 | 0.4 | -3 | 5 | 8 | 46 | 4 | 12*
O=C(CCCc1nc(-c2ccc(Cl)cc2)no1)Nc1cccnc1 | 2 | 6 | 0.8 | -2 | -7 | -11 | -5 | 2 | -0.7
O=C(Nc1ccc(F)cc1Cl)C1=COCCO1 | 14 | 3 | -0.4 | -13 | 11 | -20 | -1 | 0 | 0.1
COC(=O)c1ccccc1NC(=O)CSc1nncn1-c1cccnc1 | -7 | -4 | -0.8 | -4 | -8 | 0 | -5 | -4 | -0.2
CC1=C(OC(=O)C(C)(C)C)C(C)(C)C(c2ccccc2)OC1=O (stereo not given) | 8 | 1 | 0.1 | -3 | 5 | 10 | 6 | 1 | -0.9
O=C(c1cccc(NS(=O)(=O)c2ccc(Br)cc2)c1)N1CCCCC1 | -3 | 1 | -0.4 | -1 | 2 | 12 | 0 | -4 | -0.3
COc1ccc(-c2cc(C(=O)NC3CCCC3)c3ccccc3n2)cc1OC | -3 | -1 | -0.8 | -7 | -2 | -3 | -1 | -1 | -0.5
COCCn1cnc2c1c(=O)n(Cc1ccc(Br)cc1)c(=O)n2Cc1ccccc1 | 5 | 0 | -0.8 | -1 | -1 | 21 | 17 | 6 | -0.3
COc1ccc2oc(C)c(C(=O)Cn3ccnc3)c2c1 | 8 | 5 | -1.6 | 5 | 2 | 1 | -6 | -10 | 2.2
Cc1ccc(NC(=O)c2cnccn2)c(Br)c1 | 6 | -1 | -0.2 | -4 | 1 | 8 | -2 | -6 | -0.3
COC(=O)c1cn(NC(=O)/C=C/c2ccc(OC)c(OC)c2)c(=O)c2ccccc12 | 3 | 4 | 0.2 | -3 | -4 | 9 | -17 | 2 | -0.6
Cc1cc(C)cc(NC(=O)CN2CCc3cc4c(cc3C2C)OCCCO4)c1 (stereo not given) | -6 | 1 | 0.3 | -1 | -2 | 2 | 22 | 0 | 0.2
Cc1ccc(S(=O)(=O)N2CCN(Cc3ccccc3)CC2)cc1 | 2 | -1 | -0.4 | -1 | 6 | 3 | 8 | -3 | 1.4
CN(C)C1(CNC(=O)c2cccc(S(=O)(=O)NCc3ccccc3)c2)CCCCC1 | 7 | 0 | -0.5 | -6 | -20 | 0 | -7 | 9 | 1.3
O=C(NCCCCc1ccccc1)C1CC(c2ccccc2C(F)(F)F)=NO1 (stereo not given) | 8 | -2 | -0.2 | -2 | 8 | 19 | 14 | 2 | -0.7
CC1(C)CC(=O)C2=C(C1)Nc1[nH]c(=S)[nH]c(=O)c1C2c1ccccc1 (stereo not given) | 28 | 5 | -0.4 | 5 | -1 | -8 | -3 | 11 | 2.6
COC(=O)c1c(-c2cccnc2)csc1NC(=O)c1cc(C)on1 | -48 | -49 | -0.4 | -4 | -84 | 17 | -11 | -22 | 0.7

A second format for part of the listing above:
Cc1ccc(NC(=O)c2cnccn2)c(Br)c1
  PABP1 MLLE inh: 6
  MT1-MMP act inh: -1
  TbMetRS inhib: -0.2
  MsrA act: -4
  CendR NRP1 mod: 1
  SKN-1 inh: 8
  FAS TE block: -2
  eLon inh: -6
  MsrA inhibitor: -0.3
O=C(CSCc1ccc(Cl)cc1)Nc1ccc2c(c1)OCCO2
  PABP1 MLLE inh: 14
  MT1-MMP act inh: 2
  TbMetRS inhib: -0.1
  MsrA act: -10
  CendR NRP1 mod: -4
  SKN-1 inh: -1
  FAS TE block: 6
  eLon inh: -3
  MsrA inhibitor: -0.5
COc1cccc(C(CCc2cc(OC)c(OC)c(OC)c2)NC(C)=O)c1 (stereo not given)
  PABP1 MLLE inh: 9
  MT1-MMP act inh: -2
  TbMetRS inhib: -0.2
  MsrA act: 1
  CendR NRP1 mod: 8
  SKN-1 inh: 9
  FAS TE block: -4
  eLon inh: -9
  MsrA inhibitor: -0.8
COCCn1cnc2c1c(=O)n(Cc1ccc(Br)cc1)c(=O)n2Cc1ccccc1
  PABP1 MLLE inh: 5
  MT1-MMP act inh: 0
  TbMetRS inhib: -0.8
  MsrA act: -1
  CendR NRP1 mod: -1
  SKN-1 inh: 21
  FAS TE block: 17
  eLon inh: 6
  MsrA inhibitor: -0.3

(cont.)
SMILES | PABP1 MLLE inh | MT1-MMP act inh | TbMetRS inhib | MsrA act | CendR NRP1 mod | SKN-1 inh | FAS TE block | eLon inh | MsrA inhibitor
COc1ccc(CNC(=O)CSc2nccn(-c3ccc(F)c(F)c3)c2=O)cc1 | 30 | -4 | 0.2 | -2 | -2 | 10 | -4 | 0 | 0.0
Clc1ccc(C2NCCc3sccc32)cc1 (stereo not given) | 4 | -4 | -1.0 | -7 | -10 | 5 | -2 | -3 | 0.1
Cc1nc2cc(C(=O)OCC(=O)N(CC(C)C)C3CCS(=O)(=O)C3)ccc2n1-c1ccccc1 (stereo not given) | -13 | 0 | 0.3 | -1 | -1 | 19 | -6 | -1 | 0.1
COc1ccc(COC(=O)C2CCN(C(=O)c3ccc(Cl)cc3)CC2)cc1F | -4 | 0 | -0.5 | 1 | 3 | 8 | 23 | -7 | 0.3
CC(C)CCOC(=O)C1[C@H]2C(=O)N(Cc3cccs3)C[C@]23C=C[C@H]1O3 (stereo not given in full) | 9 | 4 | -1.1 | -3 | 0 | -1 | -2 | -8 | 0.9
NCCCC[C@H]1CN=C(N)N1CC1CCCCC1 | -28 | -7 | -0.2 | -2 | -2 | 8 | -9 | -4 | 0.1
CCOC(=O)CC1(CC)Oc2ccccc2N1S(=O)(=O)c1ccc(C)cc1 (stereo not given) | . | -3 | 0.7 | . | -3 | 8 | . | . | 0.3
C=CCn1c(C)nnc1SCC(=O)Nc1cc(S(=O)(=O)N2CCCC2)ccc1Cl | -12 | 3 | -0.1 | -2 | 1 | 7 | -5 | 4 | -0.3
O=CN(Cc1nc2ccccc2[nH]1)c1ccc(C(=O)O)cc1 | 0 | 3 | -0.1 | -2 | 18 | 13 | -8 | -14 | -0.6
COc1cccc(CN(C)C[C@H]2OCc3cnnn3CCCC(=O)N([C@H](C)CO)C[C@@H]2C)c1 | 0 | 5 | 0.3 | -8 | -10 | 4 | -10 | -9 | -0.9
O=C(COC(=O)/C=C/c1cccc(F)c1)Nc1ncccn1 | -1 | 0 | -0.4 | -5 | 10 | 0 | -4 | 2 | 0.6
CC(=O)CCc1oc2ccc(C)cc2c1-c1ccccc1 | 1 | -3 | -0.1 | -2 | -5 | 6 | 28 | -6 | -1.1
COc1cccc(S(=O)(=O)N2CCN(C(=O)c3ccco3)CC2)c1 | 11 | 1 | -0.1 | -2 | 2 | 12 | -3 | 7 | -0.4
CC(C)c1ccc(N(C(=O)c2csnn2)C(C(=O)NC(C)(C)C)c2ccncc2)cc1 (stereo not given) | 12 | 0 | -0.1 | 1 | 2 | 11 | -6 | -3 | 0.8
COCc1n[nH]c(=S)n1-c1cccc2ccccc12 | 4 | 1 | -0.4 | -2 | -2 | -10 | -10 | -10 | -0.7
COC(=O)c1ccc(CSc2nnc(CNC(=O)c3ccc(OC)cc3)o2)o1 | -19 | 1 | -0.4 | -2 | -12 | -5 | -6 | -4 | -0.2
Cc1nc2c(oc3ccc(Cl)cc32)c(=O)[nH]1 | -3 | -2 | 0.3 | -2 | -12 | -1 | -5 | 2 | -0.6
COC(=O)c1[nH]c2ccc(C)cc2c1NC(=O)CN1CCN(Cc2ccccc2)CC1 | -79 | 2 | -0.4 | -1 | 14 | 6 | -4 | 7 | 3.4
Cc1cc(NC(NC(=O)c2ccco2)(C(F)(F)F)C(F)(F)F)no1 | -7 | 0 | -0.6 | -12 | -8 | -14 | -7 | -2 | -1.1
COCCNC(=O)CCc1ccc(S(=O)(=O)Nc2ccc(C)cc2)cc1 | -8 | -1 | -1.0 | -4 | -6 | 1 | -1 | 2 | 0.7
O=c1o[nH]c(-c2ccccc2)c1-c1ccccc1 | 2 | 4 | 0.2 | -3 | 0 | 14 | -4 | -8 | -1.0
O=C(O)CSc1nnc(-c2ccc(Cl)cc2Cl)n1-c1ccccc1 | -19 | -4 | -0.3 | -1 | 14 | 13 | -2 | -4 | 0.7
CC1(C)OCC(CNC(=O)c2[nH]c(C(F)(F)F)nc2-c2ccccc2)O1 (stereo not given) | 3 | 2 | -1.1 | -9 | 2 | -1 | -6 | -8 | 2.1
Cc1ccccc1CN1CCNC(=O)C1CC(=O)NCCC1=CCCCC1 (stereo not given) | 0 | 0 | -0.4 | -3 | 8 | -11 | 6 | 4 | 0.3

3 entries out of the list above, ordered by the value under eLon inh, ascending:
smiles	eLon inh
O=C(O)CSc1nnc(-c2ccc(Cl)cc2Cl)n1-c1ccccc1	-4
Cc1cc(NC(NC(=O)c2ccco2)(C(F)(F)F)C(F)(F)F)no1	-2
COCCNC(=O)CCc1ccc(S(=O)(=O)Nc2ccc(C)cc2)cc1	2
